Assay outcomes from PubChem.
TAAR1 antag – antagonists of human TAAR1; hit rate 1.5% among 360,000; CHO RD-HGA16 TAAR1, Fluo-8 calcium fluorescence, antagonist; Q96RJ0; AID 624466; inhibition, % at 3 µM;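 active = inhibition above a per-plate cutoff, the mean inhibition of test compounds on that plate plus 3 SD, cut at about 49% in these data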;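 note: 0% = DMSO plus EC80 beta-PEA response and 100% = DMSO alone without agonist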
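test system = CHO RD-HGA16 cells bearing hTAAR1 | replication = singlicate | controls = DMSO-only wells and EC80 β-PEA-stimulated wells | reagent = EC80 β-phenethylamine stimulus | read-out basis = percent inhibition of PEA-evoked calcium signal, max/basal emission ratio | schedule = seeding 17-24 h prior, 75-min 37 °C, 30-min RT dye loading | signal = kinetic Fluo-8 calcium fluorescence measurement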
OXTR agonist – agonists of human oxytocin receptor | hit rate 0.32% among 320,000 | CHO-OTR cells, Fluo-8 calcium fluorescence; normalized: DMSO 0%, oxytocin 100% | AID 2435 | activation, % at 3 µM | P30559;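 active = activation above the mean of all tested compounds plus 3 SD, cutoff set per screening run, cut at about 20% in these data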;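 note: peak over basal fluorescence ratio from a 100 s FLIPR kinetic read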
Target sequence (P30559 whole entry, looked up): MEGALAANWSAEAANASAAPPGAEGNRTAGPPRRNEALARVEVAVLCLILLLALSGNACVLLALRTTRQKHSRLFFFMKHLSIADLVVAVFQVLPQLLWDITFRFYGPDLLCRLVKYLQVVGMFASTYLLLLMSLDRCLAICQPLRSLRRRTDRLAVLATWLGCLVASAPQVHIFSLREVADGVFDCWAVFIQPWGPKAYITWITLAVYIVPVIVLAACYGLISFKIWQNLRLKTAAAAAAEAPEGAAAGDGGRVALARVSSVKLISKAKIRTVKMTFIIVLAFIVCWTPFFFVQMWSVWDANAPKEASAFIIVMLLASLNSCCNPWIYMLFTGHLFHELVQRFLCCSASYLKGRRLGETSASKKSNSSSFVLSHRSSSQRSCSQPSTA
OXTR potentiator – human OXTR potentiation; hit rate 0.061% among 320,000; CHO-OTR cells, Fluo-8 calcium fluorescence, potentiator mode; 0% = oxytocin EC15, 100% = EC100; AID 2445; activation, % at 3 µM;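 active = activation above that plate's cutoff, the mean activation of tested compounds plus 3 SD, cut at about 6.6% in these data, passing the limit was not always enough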;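 note: 100% uses oxytocin at 75 nM as the full agonist control; some results filed as inactive read as strong as hits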
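Assay system: CHO cell line stably expressing human OTR. Reagent: EC15 oxytocin agonist. Dosing: single dose, 3.0 µM nominal final compound concentration. Timing: compound 6 min at room temperature before oxytocin, 100 s read. Signal: kinetic Fluo-8 calcium fluorescence. Controls: oxytocin EC15 low and EC100 high.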
TAAR1 agonist – human TAAR1 agonism. Q96RJ0. hit rate 0.99% among 360,000. CHO RD-HGA16 TAAR1, Fluo-8 calcium fluorescence; vehicle wells 0%, saturating PEA agonist 100%. activation, % at 3 µM. AID 624467;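 active = activation above the mean activation of all test compounds in the run plus 3 SD, cut at about 38% in these data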
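Benchmarks: low control DMSO, high control PEA (EC100); System: CHO RD-HGA16 cells carrying human TAAR1 plus Gα16; Detection: Fluo-8 fluorescence, 5 s baseline then 140 s kinetic read; Schedule: 17-24 h plating, Fluo-8 75 min 37 °C, 30 min RT; Read-out basis: % activation from peak over basal fluorescence ratio, DMSO-to-PEA scaled.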
CHO parental Ca – counter-screen for OX1R antagonists: effect in parental CHO cells; parental CHO-K1, ATP-induced calcium, Fluo-8 fluorescence; inhibition, % at 5.6 µM; hit rate 0.63% among 330,000; AID 463079;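 active = inhibition above that plate's mean sample inhibition plus 3 SD, cut at about 26% in these data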;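 note: 0% = ATP-challenged DMSO wells and 100% = DMSO wells without ATP; some compounds past the cut are filed as inactive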
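Material: Parental CHO cells | Reagent: ATP | Compound dosing: Single nominal dose of 5.6 µM per compound | Detection: Intracellular calcium via Fluo-8 no-wash fluorescent dye | Read-out: % inhibition of ATP-induced calcium mobilization | Benchmarks: Low control ATP plus DMSO, high control DMSO only | Replicates: Singlicate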
CHRM1 PAM – human CHRM1 positive allosteric modulation | P11229 | CHO-K1 hM1, Fluo-8 calcium fluorescence, ACh EC20; 0% = ACh EC20, 100% = maximal ACh | activation, % at 3 µM | hit rate 0.088% among 360,000 | AID 588819; in the data active = activation above about 19%, passing the limit was not always enough
M1 antag – blocks human M1 muscarinic receptor. AID 588852. hit rate 1.3% among 360,000. P11229. inhibition, % at 3 µM. CHO-K1 hM1, Fluo-8 calcium fluorescence, ACh EC80 antagonist;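 active = percent inhibition above its own plate's cutoff, namely the mean of that plate's compound wells plus 3 SD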;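 note: peak over basal fluorescence ratio during 140 s after agonist addition; 0% = ACh EC80 plus DMSO and 100% = DMSO alone without agonist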
CHRM1 agonist – activates human CHRM1 receptor | CHO-K1 hM1, Fluo-8 calcium fluorescence, agonist mode; 0% DMSO, 100% acetylcholine EC100 | activation, % at 3 µM | hit rate 0.33% among 360,000;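 active = activation above the run's mean compound activation plus 3 SD, cut at about 16% in these data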;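 note: peak over basal fluorescence ratio within a 140 s kinetic read after compound addition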
V1R ag counter – activates human V1a receptor in oxytocin agonist counter-screen; P37288; hit rate 0.25% among 320,000; activation, % at 3 µM; CHO-V1R cells, Fluo-8 calcium fluorescence, agonist mode; 0% DMSO, 100% 3 nM vasopressin;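 active = activation above the mean activation of all tested compounds plus 3 SD, per screening run, cut at about 20% in these data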;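 note: signal is peak over basal fluorescence ratio across a 100 second FLIPR read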
Target sequence (P37288 whole entry, looked up): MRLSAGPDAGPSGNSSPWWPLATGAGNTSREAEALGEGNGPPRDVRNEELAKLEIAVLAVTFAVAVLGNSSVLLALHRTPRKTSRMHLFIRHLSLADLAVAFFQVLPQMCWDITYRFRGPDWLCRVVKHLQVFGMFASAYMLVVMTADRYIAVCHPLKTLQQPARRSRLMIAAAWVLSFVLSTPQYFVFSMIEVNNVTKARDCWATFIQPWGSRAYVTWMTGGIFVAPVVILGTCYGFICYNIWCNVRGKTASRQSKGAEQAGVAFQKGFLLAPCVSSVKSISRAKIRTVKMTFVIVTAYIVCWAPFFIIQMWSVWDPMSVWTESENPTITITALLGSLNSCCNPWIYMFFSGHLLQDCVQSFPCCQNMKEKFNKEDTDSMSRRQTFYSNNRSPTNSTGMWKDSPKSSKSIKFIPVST
The depositor's hits bear a star; . = no result given.

SMILES	TAAR1 antag	OXTR agonist	OXTR potentiator	TAAR1 agonist	CHO parental Ca	CHRM1 PAM	M1 antag	CHRM1 agonist	V1R ag counter
CC1(C(=O)NS(=O)(=O)c2ccccc2Cl)CCN1C(=O)c1cccc2ccccc12 (stereo not drawn)	-20	.	.	2	.	6	-6	-1	.
CC(C)OCC1CC(CC(=O)NC(=S)Nc2cccc([N+](=O)[O-])c2)C(=O)O1 (stereo not drawn)	11	0.4	-5	3	-21	8	-19	-9	0.1
CC(CCc1ccccc1)NC(=O)CSc1ccccc1 (stereo not drawn)	-16	-1.8	-1	-2	-18	2	-9	-10	-0.8
CCCCc1ccc(S(=O)(=O)NC(=O)C2(C)CCN2C(=O)CC2CC2)cc1 (stereo not drawn)	-28	.	.	7	.	16	-26	0	.
Cc1nn(C)cc1N1C(=O)c2cccc3c(N)ccc(c23)C1=O	23	70*	-22	84*	37*	-12	17	44*	67*
O=C(NCc1ccc(F)cc1)c1ccc(CNc2c(N3CCOCC3)c(=O)c2=O)cc1	-28	-0.6	-4	2	6	4	-10	-1	-0.7
O=C(Nc1cc(Cl)cc(Cl)c1)c1ccno1	9	4.0	-12	37	-5	3	5	6	7.2
COc1cc(C(=O)Nc2nc(-c3ccc(C)cc3)cs2)ccc1OCC(=O)N1CCOCC1	34	5.1	-15	23	-21	-19	7	-7	3.4
Cc1c(-c2ccc(OCCN3CCCCC3)cc2)c(=O)oc2ccc3ccccc3c12	8	.	.	3	.	1	-8	-4	.
O=C(CSc1ncccc1-c1nc2ccccc2[nH]1)N1CCc2ccccc21	-7	-1.5	-4	3	-24	-3	-3	-10	0.4
CNc1oc(-c2ccc(Cl)cc2)nc1C#N	8	-0.3	-6	0	-9	-4	2	-5	-0.8
CN(CC(=O)NCCCN1CCOCC1)S(=O)(=O)c1cc(Cl)ccc1Cl	-18	.	.	2	.	10	-9	-3	.
CCOCCCNC(=O)C(c1ccc(C)cc1)N(Cc1ccc2c(c1)OCO2)C(=O)c1ccccn1 (stereo not drawn)	31	-0.6	-4	10	-21	-5	13	-4	-1.3
Cc1cccc(OCC(=O)Nc2ccc3nc(C)sc3c2)c1	5	0.4	-15	4	-25	2	-1	-1	2.4
O=[N+]([O-])c1ccccc1S(=O)(=O)N1CCN(c2ccccn2)CC1	9	1.8	-5	6	-2	0	-9	-7	2.7
O=C(CC1C(=O)NCCN1C(=O)c1ccc(Cl)cc1)Nc1ccc(F)cc1 (stereo not drawn)	-4	-0.5	-9	0	-7	16	-9	1	-0.8
Nc1ccccc1SCc1csc(-c2ccc(Cl)cc2)n1	11	-1.7	-9	-1	-8	-4	9	-8	0.0
CC(C)c1ccc(C(CC(=O)c2ccc(Cl)cc2)C(=O)O)cc1 (stereo not drawn)	-10	0.1	-20	4	-2	11	-11	-1	1.4
CC(C)(CNC(=O)c1sc2cc(Cl)ccc2c1Cl)N1CCOCC1	-32	-0.7	-6	-2	0	-1	9	-4	0.3
COCCN(C(=O)COC(=O)c1cc(C)n(-c2ccccc2)c1C)c1c(N)n(Cc2ccccc2)c(=O)[nH]c1=O	-5	0.2	-10	1	-24	2	0	0	-0.4
Cc1cccc(C)c1OCc1n[nH]c(=S)o1	-1	-0.5	-12	1	-8	9	-7	0	-0.4
CCOC(=O)C1(Cc2ccccc2C)CCCN(Cc2cn(C)nc2C)C1 (stereo not drawn)	9	0.7	-5	10	-24	1	2	-4	0.8
O=C(Nc1ccc(S(=O)(=O)Nc2ncccn2)cc1)c1ccc(S(=O)(=O)N2CCCC2)cc1	-2	0.3	1	0	-16	-1	-1	-12	-0.2
COC(=O)c1ccc(C(=O)OC)c(NC(=O)CN2CCCCC2)c1	-2	-1.6	0	5	-3	2	1	-6	-1.5
O=C(C1CCN(CCCc2ccccc2)CC1)N1CCCCC1	6	-0.6	-3	0	-23	2	-7	-5	1.2
CCc1nc2cc(NC(=O)C3(C)CCCN(C(C)=O)C3)ccc2o1 (stereo not drawn)	-2	.	.	2	.	19	-27	-3	.
Cc1ccccc1N(C)S(=O)(=O)c1nnc(NC(=O)c2ccco2)s1	-3	-1.5	-5	-3	-15	0	0	-4	2.1
COc1ccc(Sc2ncnc3onc(C)c23)cc1	22	-0.8	-8	0	-11	5	-5	-3	-0.9
N#Cc1c(=O)c2nc(NCc3ccccc3)ncc2n2ccccc12	1	0.3	1	1	-3	11	-8	-6	1.4
Cc1cc(/C(O)=C2\C(=O)C(=O)N(CCN(C)C)C2c2ccncc2)ccc1OCc1ccccc1 (stereo not drawn)	-4	0.2	0	0	10	-3	10	-4	0.3
O=C(O)CC(NC(=O)CC(c1ccccc1)c1ccccc1)c1cccc([N+](=O)[O-])c1 (stereo not drawn)	-24	-0.6	-5	0	-3	3	4	-6	-0.8
O=C1CN(C(=O)COC(=O)c2oc3ccccc3c2COc2ccccc2)c2ccccc2N1	17	0.0	-4	5	-11	2	-2	-4	1.0
C[C@@H]1CN([C@H](C)CO)C(=O)CCCn2nncc2CO[C@H]1CN(C)Cc1ccccc1	-1	.	.	0	.	0	-11	-6	.
COc1ccc(C(=O)Nc2ccc(C(=O)N3CCCCC3C)cc2)c(OC)c1OC (stereo not drawn)	-7	-0.4	-5	2	-8	6	-6	-5	0.4
CCn1c2ccccc2c2cc(NS(=O)(=O)c3ccc(C)cc3)ccc21	-26	-1.5	-9	0	-3	11	-12	-4	-0.8
O=C(Cn1cnc2ccccc2c1=O)N(Cc1ccco1)c1ccc(O)cc1	-3	0.1	1	2	-13	2	0	-1	-0.1
CCOc1cc(N2CCOCC2)c(OCC)cc1NC(=O)c1cc(C)nc2ccccc12	-4	0.0	-2	7	-23	1	16	-1	-0.7
Cn1cccc1C(=O)NC(=O)COC(=O)c1cc([N+](=O)[O-])ccc1Cl	35	-0.4	-3	7	7	-3	15	-4	-0.5
COc1cc(-c2nnn(Cc3ccccc3C)n2)cc(OC)c1OC	8	-1.3	-4	-1	-19	3	-4	-5	0.0
COc1cc(OC)cc(-c2sc3ccc(OC)cc3c2C#CC(C)(C)O)c1	21	-1.4	-2	7	-49	-3	5	-8	0.4
O=C1/C(=C/c2cccnc2)SC(=NCc2ccccc2)N1Cc1ccccc1	-13	-0.3	2	4	-19	10	-6	-9	-0.1
COc1ccc(C(=O)NCC(=O)OCC(=O)Nc2sccc2C#N)cc1OC	-9	-0.3	-21	1	1	1	4	-9	0.0
O=c1[nH]c2c(s1)C(c1ccco1)C1C3CCC(C3)C1S2 (stereo not drawn)	-2	1.2	-1	-5	2	5	-8	-3	0.7
Cc1nn(CCCC(=O)Nc2cc(Oc3ccc(F)cc3)cc([N+](=O)[O-])c2)c(C)c1[N+](=O)[O-]	33	4.7	-21	7	3	-9	4	-4	5.1
O=C(NCCN1C(=O)S/C(=C\c2ccc(F)cc2)C1=O)C1CCN(S(=O)(=O)c2cccs2)CC1	8	11	-10	5	5	0	6	-2	9.8
O=C(NCC1CCCO1)C1CC(c2ccc(Cl)c(Cl)c2)=NO1 (stereo not drawn)	2	14	-10	2	13	-6	13	-1	10
Cc1nn(C)c(C)c1CS(=O)(=O)c1ccccc1	-1	1.9	-1	8	-10	15	-14	-8	1.2
CNC(=O)NC(=O)C(C)OC(=O)c1ccc(Cl)c(S(=O)(=O)Nc2ccc(F)cc2)c1 (stereo not drawn)	-18	3.0	-3	3	-22	9	-20	6	3.4
CC1(C)C(=O)Nc2ccccc2N1C(=O)CSc1nc(-c2ccccc2)cs1	28	1.6	-10	10	-25	3	-2	-1	5.5
Cc1cc(C(=O)NNC(=O)CCN2CCN(c3ccccc3)CC2)c2ccccc2n1	10	-1.3	-10	-1	-11	4	2	-5	-1.4
CCOc1ccc2nc(SCc3ccc(OC)cc3)sc2c1	-7	-1.1	-7	1	-24	3	0	-4	0.1
COC(=O)[C@@]12CCCN1[C@H](c1ccc(-c3ccc(F)cc3)cc1)[C@H]1C(=O)N(C)C(=O)[C@H]12	-12	1.7	1	9	-18	6	-3	-7	1.1
O=C(c1cccs1)N1CCCC1	12	0.9	-3	11	-3	7	-7	-4	-0.9
